Bioassay records deposited in PubChem by several laboratories.
PKA inh = blocks human protein kinase A activity; P17612; PKA Kemptide phosphorylation, Kinase-Glo ATP luminescence; inhibition, % at 6 µM; 0.1% of 65,000 active;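 active means inhibition above the screen-wide mean inhibition plus 3 SD, cut at about 21% in these data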; further: many of its hits are not listed in these tables
JNK3 blocker = inhibitors of human JNK3 kinase; P53779; purified JNK3 kinase activity, HTS; inhibition, % at 8 µM; 0.61% of 60,000 active; AID 746; in the data active means inhibition above about 17%;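 further: 0% = DMSO and 100% = reference inhibitor; many of its hits are not listed in these tables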
FXIIa mix inh = inhibitors of human coagulation factor XIIa, pooled mixtures; inhibition, % at 5 µM; purified FXIIa, fluorogenic substrate; P00748; 0.2% of 62,000 active;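 further: 0% = enzyme without compound and 100% = no enzyme blank; some results filed as inactive read as strong as hits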
CatL block = inhibitors of human cathepsin L | P07711 | purified cathepsin L, fluorogenic substrate, fluorescence | inhibition, %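 (tested at 10 µM)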 | 0.17% of 58,000 active | AID 460; in the data active means inhibition above about 45%;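 further: 0% = enzyme with no compound and 100% = no enzyme blank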
Target sequence (P07711 114-288 limits assumed): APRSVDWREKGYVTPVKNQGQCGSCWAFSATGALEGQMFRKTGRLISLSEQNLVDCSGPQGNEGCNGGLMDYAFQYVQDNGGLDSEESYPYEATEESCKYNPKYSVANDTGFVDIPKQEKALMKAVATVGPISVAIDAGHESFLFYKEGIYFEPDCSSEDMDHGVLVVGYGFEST
Target sequence (P07711 292-333 limits assumed): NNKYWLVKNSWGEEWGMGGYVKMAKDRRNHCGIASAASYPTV
CatS block = inhibitors of human cathepsin S; recombinant cathepsin S, AMC dipeptide fluorescence, pooled mixtures; inhibition, %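 (tested at 5 µM per compound within 10-compound mixtures)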; 0.06% of 62,000 active; in the data active means inhibition above about 32%, passing the limit was not always enough; inconclusive means no clear call, values can overlap the other calls;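 further: 0% = enzyme without compound and 100% = blank without enzyme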
ROCK2 blocker = inhibitors of human Rho kinase 2; O75116; 0.35% of 60,000 active; purified ROCK2, Kinase-Glo ATP depletion luminescence; inhibition, % at 6 µM;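 active means inhibition above the screen-wide mean inhibition plus 3 SD, cut at about 18% in these data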;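 further: plate controls were DMSO wells for no effect and Y-27632 control wells after no-enzyme background subtraction for full effect; many of its hits are not listed in these tables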
FXIa inh mix = blocks human factor XIa in pooled compound mixtures. purified FXIa, fluorogenic substrate. inhibition, % at 5 µM. 0.19% of 62,000 active;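 further: each value is inhibition by a whole ten-compound pool holding the compound; 0% = enzyme with no mixture and 100% = wells lacking enzyme; strong numbers were not always called active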
Target sequence (P03951 19-387 limits assumed): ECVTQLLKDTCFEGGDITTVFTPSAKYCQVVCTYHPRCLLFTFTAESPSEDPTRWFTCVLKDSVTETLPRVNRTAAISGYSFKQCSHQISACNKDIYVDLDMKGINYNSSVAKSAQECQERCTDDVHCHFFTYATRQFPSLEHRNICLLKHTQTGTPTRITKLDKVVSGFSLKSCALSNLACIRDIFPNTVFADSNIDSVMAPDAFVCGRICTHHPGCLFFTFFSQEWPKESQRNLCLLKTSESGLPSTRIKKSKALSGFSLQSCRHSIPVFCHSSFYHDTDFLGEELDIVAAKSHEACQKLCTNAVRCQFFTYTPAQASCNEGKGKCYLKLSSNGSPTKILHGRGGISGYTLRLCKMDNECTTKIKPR
Target sequence (P03951 388-625 limits assumed): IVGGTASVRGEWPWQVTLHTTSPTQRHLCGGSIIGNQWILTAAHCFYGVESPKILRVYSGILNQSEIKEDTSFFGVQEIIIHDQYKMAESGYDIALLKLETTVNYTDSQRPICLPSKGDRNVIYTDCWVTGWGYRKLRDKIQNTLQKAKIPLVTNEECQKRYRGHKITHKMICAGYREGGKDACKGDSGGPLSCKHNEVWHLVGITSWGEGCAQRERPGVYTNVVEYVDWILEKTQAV
C1s inh = human complement C1s inhibition | 0.16% of 62,000 active | P09871 | mean inhibition % of two 10-compound mixtures (active compounds read high), % at 5 µM (by protocol) | AID 538 | purified C1s, fluorogenic AMC substrate, pooled mixtures;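 active means inhibition above 20% in each of the two 10-compound mixture wells holding the compound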;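 further: 0% = enzyme wells lacking compound mixture and 100% = no-enzyme blank wells; some compounds called inactive have numbers as strong as hits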
Cathepsin G inh = inhibitors of human cathepsin G; P08311; purified enzyme, AMC-tetrapeptide fluorescence, pooled mixtures; inhibition, % at 5 µM (by protocol); 0.2% of 62,000 active;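 active means inhibition above 20% in each of the two mixture wells holding the compound; inactive means inhibition of 20% or less in either well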;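 further: 0% = enzyme control without mixture and 100% = blank lacking enzyme; strong numbers were not always called active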
Target sequence (P08311 21-244 limits assumed): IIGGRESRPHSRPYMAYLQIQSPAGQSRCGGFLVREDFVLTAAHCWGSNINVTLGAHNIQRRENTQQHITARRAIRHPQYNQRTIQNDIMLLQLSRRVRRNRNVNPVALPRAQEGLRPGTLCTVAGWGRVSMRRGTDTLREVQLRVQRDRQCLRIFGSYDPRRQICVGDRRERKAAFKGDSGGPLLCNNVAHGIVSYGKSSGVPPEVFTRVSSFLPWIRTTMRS
The depositor's hits bear a star; u = inconclusive; x = no result given; & = joins results of further samples. Unless noted, no stated cut-off is given here; in the data, active means inhibition above about 20% (passing the limit was not always enough); inactive means the rest.

SMILES	PKA inh	JNK3 blocker	FXIIa mix inh	CatL block	CatS block	ROCK2 blocker	FXIa inh mix	C1s inh	Cathepsin G inh
CC(C)c1ccc(OCC(=O)NCc2ccco2)cc1	6	-10	4	-16	-40	2	-18	-88	-23
CC(C)=CC(=O)OCC(=O)Nc1nc(C)c(Cl)cc1Cl	11	1	2	12	4	10	-1	12	9
CCC(=O)c1ccccc1OCCCN1C(=O)NC(C)(C)C1=O	-3	0	-8	-6	-3	0	2	-10	-2
CC(C(=O)NCc1ccccn1)N1C(=O)c2ccccc2C1=O (centres undefined)	8	0	13	5	1	5	3	9	-5
N#Cc1ccc(NC(=O)Nc2ccc(Cl)cc2)cc1	8	2	-4	7	-5	5	4	2	8
Cc1ccc(-c2nc(C#N)c(N3CCCCC3)o2)cc1	4	-14	-20	-11	14	1	6	-45	-2
CC1CCc2sc3nc(N4CCN(CCO)CC4)n4ncnc4c3c2C1 (centres undefined)	4	x	4	-3	16	x	3	2	2
CN1C(=O)N(c2cccc3ccccc23)C(n2cncn2)C1(C)C (centres undefined)	11	-5	-20	8	24	4	-5	-27	-10
O=C(C1CCN(S(=O)(=O)N2CCC3(CC2)OCCO3)CC1)N1CCc2ccccc2C1	5	x	2	-1	-4	x	3	0	-1
COc1ccc2[nH]c(=O)c(CN(CCCN(C)C)C(=O)Nc3ccccc3)cc2c1	1	2	2	-23	-6	-1	7	-23	-2
O=C(CN1CCOCC1)Nc1ccc(S(=O)(=O)N2CCCCCC2)cc1	0	1	1	10	10	2	1	11	9
O=C(NCCc1cccc(Cl)c1)c1cccnc1	-3	3	7	-2	-14	1	-15	-147	-19
Cc1c(C(=O)NCc2ccc3c(c2)OCO3)oc2ccc(S(=O)(=O)N3CCCCCC3)cc12	5	x	-5	-2	-14	x	-7	-82	-7
O=C1CCCC2=C1C(O)(C(F)(F)F)C(=O)N2Cc1ccccc1 (centres undefined)	8	5	-3	-3	1	3	8	10	12
COc1cc(OC)c(C2C(C#N)=C(N)OC3=C2C(=O)CC(C)C3)cc1OC (centres undefined)	9	2	-19	x	-9	6	-9	-37	3
O=C(C1CCCO1)N1CCN(S(=O)(=O)c2cccc3nsnc23)CC1 (centres undefined)	8	1	-18	x	4	3	1	-3	2
CC(=O)OCP(C)(=O)COC(C)=O	-5	5	8	-4	10	1	16	-7	-1
Cc1cc(C(=O)COC(=O)Cn2cnc3c2c(=O)n(C)c(=O)n3C)c(C)n1C	10	5	-17	11	-2	6	-4	2	6
Cc1ccc(CNC(=O)CNS(=O)(=O)c2cccc3nsnc23)cc1	9	-5	3	1	-5	5	36	26	26
CCn1c(N2CCN(C(=O)C34CC5CC(CC(C5)C3)C4)CC2)nc2ccccc21	5	0	8	10	4	3	5	12	8
CCC(C)NC(=O)c1cn(CC)c2ccc(S(=O)(=O)N(C)C)cc2c1=O (centres undefined)	10	-3	-20	-2	2	3	12	6	6
O=C(COC(=O)C12CC3CC(CC(O)(C3)C1)C2)Nc1ccccc1OC(F)F	-2	-15	4	-3	16	2	8	-2	2
COc1ccc(C2C(C(=O)N3CC(C)CC(C)C3)c3ccccc3C(=O)N2C)cc1 (centres undefined)	2	x	8	11	4	x	-1	-32	-1
CCCS(=O)(=O)N1CCN(C(=O)c2cccs2)CC1	4	2	-16	8	-2	1	2	14	10

Of the compounds above, 2 contain a thiophene ring, fused or not.
SMILES	PKA inh	JNK3 blocker	FXIIa mix inh	CatL block	CatS block	ROCK2 blocker	FXIa inh mix	C1s inh	Cathepsin G inh
CC1CCc2sc3nc(N4CCN(CCO)CC4)n4ncnc4c3c2C1 (centres undefined)	4	x	4	-3	16	x	3	2	2
CCCS(=O)(=O)N1CCN(C(=O)c2cccs2)CC1	4	2	-16	8	-2	1	2	14	10

(continued)
SMILES	PKA inh	JNK3 blocker	FXIIa mix inh	CatL block	CatS block	ROCK2 blocker	FXIa inh mix	C1s inh	Cathepsin G inh
CC(=O)N1CCc2cc(S(=O)(=O)N3CCc4ccccc4C3)ccc21	5	x	-14	7	2	x	-9	-13	-7
O=C(c1ccc(O)cc1)c1ccc(C(=O)O)c(C(=O)O)c1	8	0	2	10	-4	4	4	-3	-6
CCCCCCc1nc2c(=O)[nH]c3ccccc3c2o1	12	0	0	1	6	6	1	-5	-2
CCCC(=O)NCCc1nc2ccccc2n1C	1	x	-9	9	4	x	0	6	10
Cc1cc(OCc2nn[nH]n2)c2c(C)c(CC(=O)O)c(=O)oc2c1	8	7	5	-21	-3	4	2	-18	0
Cc1cc(C(=O)CSCCCn2c(=O)[nH]c3ccccc32)c(C)n1C	1	3	-2	-3	2	1	2	1	0
COC(=O)c1ccc(CSc2ccc3nnc(-c4ccccn4)n3n2)o1	-3	2	9	1	3	2	3	-28	-2
CCN(CC)C(=O)CSc1nnc([C@@H](N)Cc2ccccc2)o1	5	-2	1	83*	1	-1	6	-6	2
O=S(=O)(c1ccc(OCC(O)CN2CCN(c3ccccc3Cl)CC2)cc1)N1CCOCC1 (centres undefined)	7	-3	-3	8	0	4	6	14	7
O=C1NC(Nc2nccs2)(C(F)(F)F)C(=O)N1CCc1ccccc1 (centres undefined)	10	0	5	0	-16	-4	-25	-79	-29
CCCNc1ncnc2c1cnn2-c1ccc(OC)cc1	2	6	x	18	x	-9	x	x	x
O=C(O)[C@H](Cc1ccccc1)NC(=O)N1CCOCC1	0	7	3	-1	-7	10	2	2	0

Structures listed so far printed as active in CatL block.
SMILES	PKA inh	JNK3 blocker	FXIIa mix inh	CatL block	CatS block	ROCK2 blocker	FXIa inh mix	C1s inh	Cathepsin G inh
CCN(CC)C(=O)CSc1nnc([C@@H](N)Cc2ccccc2)o1	5	-2	1	83*	1	-1	6	-6	2

(more compounds)
SMILES	PKA inh	JNK3 blocker	FXIIa mix inh	CatL block	CatS block	ROCK2 blocker	FXIa inh mix	C1s inh	Cathepsin G inh
O=C(CSc1nnc(CN2CCOCC2)n1-c1ccccc1)Nc1ccc(Cl)cc1	1	2	-1	-6	-2	5	-1	-20	8
Cc1c(C(=O)N2CCOCC2)oc2c1C(=O)CC(C)(C)C2	0	0	-23	6	2	1	-3	2	7
COc1cc2nc3c4ccccc4n(CC#N)c3nc2cc1OC	3	5	1	-15	25	2	10	-22	-1
COc1ccc(C2C(C#N)=C(N)N3C(=C2C#N)Sc2ccccc23)cc1 (centres undefined)	-2	1	-25	-10	0	4	8	6	10
CCOc1ccccc1NC(=O)CSc1nnc(-c2ccccc2Cl)n1Cc1ccco1	2	-3	1	2	2	4	0	1	6
COC(=O)c1ccc2c(c1)S(=O)(=O)NC(=NCc1ccco1)S2	8	7	-1	4	-4	3	6	16	8
CCOC(=O)C1=C(C)Nc2nc(SCC)[nH]c(=O)c2C1c1ccncc1 (centres undefined)	9	x	-21	-1	-4	x	4	0	9
Cc1cc(C)c2[nH]c(=O)c(CN(Cc3ccc4c(c3)OCO4)Cc3nnnn3C3CCCC3)cc2c1	-7	1	-12	6	-2	5	-3	-37	6
O=C(C1CCCCC1)N1CC(=O)N2CCc3ccccc3C2C1 (centres undefined)	11&-3	0&9	8	1&5	-6	13&7	11	5	1
O=C(Nc1ccc(Cl)c(Cl)c1)N(Cc1cccnc1)Cc1ccco1	-3	4	8	0	12	-1	6	12	14
CCCCNC(=O)c1ccc(NC(=O)C2CCCO2)cc1 (centres undefined)	-1	x	-13	4	2	x	11	-9	1
COc1cccc2c1nc(C)c1cc(C)oc12	7	-4	1	-221	-5	3	3	-3	3
Cn1c(=O)cc(OCCCC(=O)N2CCCCC2)c2ccccc21	6	3	4	-2	-4	7	12	9	5
COC(=O)c1ccccc1NC(=O)Cn1c(SC)c(F)cnc1=O	6	2	4	10	-10	4	-4	-29	1
Cc1nc2c3ccccc3n(CC#N)c(=O)n2n1	3	9	-3	x	8	5	11	-18	9
Cc1cc(C)c(S(=O)(=O)Nc2cccc3nsnc23)c(C)c1	-4	-5	6	1	20	-1	11	-5	-1
Cn1c(=O)n(C/C=C/c2ccccc2)c(=O)c2c1nc1n2CCCN1c1ccc(F)cc1	5	4	9	26	4	2	11	6	-2
OCCN1CCN(c2nc(N3CCCCC3)nc(N3CCCCC3)n2)CC1	x	x	1	x	-3	x	13	-25	5
CCn1cc(-c2cc(C(F)(F)F)n3nc(C(=O)O)cc3n2)c(C)n1	14	6	0	-5	-2	5	1	2	1
Cc1ccc(S(=O)(=O)N2CCOCC2)cc1C(=O)Nc1ccc(-c2cn3ccsc3n2)cc1	4	5	12	-3	-5	2	2	0	5
O=C(CN1CCOCC1)N1CCN(S(=O)(=O)c2ccccc2)C1c1ccccc1 (centres undefined)	3	6	18	5	5	8	10	-28	-3
COc1cc2c(cc1OC)C(C(=O)NCc1cccnc1)C(c1cccnc1)N(C)C2=O (centres undefined)	1	x	9	1	-4	x	4	-30	-5
O=C(Nc1sc2c(c1C(=O)NCC1CCCO1)CCCC2)c1cccs1 (centres undefined)	-6	-4	7	17	7	-1	15	9	7
Cc1ccc(CNc2oc(-c3ccco3)nc2C#N)cc1	1	5	-23	-3	-4	1	7	3	2
Cc1cccc(N(C)C(=O)c2cc3cc4ccc(C)cc4nc3o2)c1	6	-6	7	-4	-6	2	-3	2	12
CCC(C)NC(=O)c1c(C)cc(=O)oc1C (centres undefined)	-3	x	1	12	4	x	4	-35	-5
COC(=O)c1cc2sccc2n1CC(=O)Nc1cc(OC)cc(OC)c1	6	-5	3	9	11	2	3	13	-1
O=C(NC1CC1)C1CCCN(C(=O)Nc2ccc(F)cc2)C1 (centres undefined)	5	-5	-1	9	5	-5	4	9	16
Nc1nc2n(n1)C(c1ccco1)CC(c1ccc(Cl)c(Cl)c1)N2 (centres undefined)	10	7	4	4	19	3	1	16	-5
CC(C)(C)C(=O)N=C1SC2CS(=O)(=O)CC2N1c1ccc2c(c1)OCO2 (centres undefined)	-4	-4	8	6	20	-5	6	-3	-1
Cc1ccccc1-n1c(SCC(=O)N2CCOCC2)nc(O)cc1=O	9	6	45	-7	-5	3	11	27	45
CCCn1c(SCC(=O)Nc2sc(C)c(C)c2C(=O)OC)nc2c1c(=O)n(C)c(=O)n2C	0	-4	-4	0	0	0	9	7	5
CCn1c2ccccc2c2cc(NC(=O)N3CCOCC3)ccc21	11	-7	5	8	6	1	-9	-19	-20
O=C(NC1CCCCC1)c1ccc(N2CCCC2=O)cc1	11	7	3	4	-1	3	0	2	11
CCOC(=O)c1c2c(c(=S)n(-c3ccccc3)c1N)CCC2	7	8	x	3	x	4	x	x	x
CC(C)Cn1c(SC(C)C(=O)Nc2ccc3c(c2)OCCO3)nc2ccccc2c1=O (centres undefined)	5	0	3	-5	0	1	5	-2	9
Cn1cnc2c(sc3nc(N4CCOCC4)c4c(c32)CC(C)(C)OC4)c1=O	-6	-7	8	-6	3	-2	0	12	9
O=C(Nc1ccc(-c2noc(COc3ccccc3Cl)n2)cc1)c1ccco1	-6	x	-8	6	14	x	5	-3	-4
Cn1c(=O)cc(SCC(=O)NCC2CCCO2)c2ccccc21 (centres undefined)	7	-6	-22	-1	6	-4	0	-8	0
O=C(NCc1ccc2c(c1)OCO2)C1CC(=O)N(CCc2ccccc2)C1 (centres undefined)	-3	-2	7	12	8	1	4	20	11
COCCCNC(=O)c1c(-c2ccccc2)noc1C	4	-2	1	-2	-5	0	1	-13	-9
CCOc1ccc(NC(=O)CCN2CCN(c3ccccc3)CC2)cc1	-7	-7	-17	-5	-6	-2	5	14	13
CCN1C(=O)C2C(c3ccccc3F)NC(Cc3ccc(O)cc3)(C(=O)OC)C2C1=O (centres undefined)	2	5	-1	2	15	1	10	0	4
CCOc1ccccc1C1C(C(N)=O)=C(C)Nc2nc(CCCO)nn21 (centres undefined)	9	-2	7	4	1	4	10	17	11
CN=C1SC(CC(=O)NCCc2ccc(OC)c(OC)c2)C(=O)N1C (centres undefined)	9	1	3	-2	u	-3	0	-20	-14
CCOC(=O)Nc1ccc(C(=O)Oc2ccccc2)c(O)c1	-5	9	-1	-4	2	-3	8	-21	-2
